AHR act: activators of human aryl hydrocarbon receptor. activation, % at 5 µM. P35869. 2.5% of 320,000 active. AHR-responsive luciferase reporter cells, luminescence. AID 2796; in the data active = activation above about 47%;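 note: 0% = vehicle wells and 100% = reference agonist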
Target sequence (P35869 whole entry, looked up): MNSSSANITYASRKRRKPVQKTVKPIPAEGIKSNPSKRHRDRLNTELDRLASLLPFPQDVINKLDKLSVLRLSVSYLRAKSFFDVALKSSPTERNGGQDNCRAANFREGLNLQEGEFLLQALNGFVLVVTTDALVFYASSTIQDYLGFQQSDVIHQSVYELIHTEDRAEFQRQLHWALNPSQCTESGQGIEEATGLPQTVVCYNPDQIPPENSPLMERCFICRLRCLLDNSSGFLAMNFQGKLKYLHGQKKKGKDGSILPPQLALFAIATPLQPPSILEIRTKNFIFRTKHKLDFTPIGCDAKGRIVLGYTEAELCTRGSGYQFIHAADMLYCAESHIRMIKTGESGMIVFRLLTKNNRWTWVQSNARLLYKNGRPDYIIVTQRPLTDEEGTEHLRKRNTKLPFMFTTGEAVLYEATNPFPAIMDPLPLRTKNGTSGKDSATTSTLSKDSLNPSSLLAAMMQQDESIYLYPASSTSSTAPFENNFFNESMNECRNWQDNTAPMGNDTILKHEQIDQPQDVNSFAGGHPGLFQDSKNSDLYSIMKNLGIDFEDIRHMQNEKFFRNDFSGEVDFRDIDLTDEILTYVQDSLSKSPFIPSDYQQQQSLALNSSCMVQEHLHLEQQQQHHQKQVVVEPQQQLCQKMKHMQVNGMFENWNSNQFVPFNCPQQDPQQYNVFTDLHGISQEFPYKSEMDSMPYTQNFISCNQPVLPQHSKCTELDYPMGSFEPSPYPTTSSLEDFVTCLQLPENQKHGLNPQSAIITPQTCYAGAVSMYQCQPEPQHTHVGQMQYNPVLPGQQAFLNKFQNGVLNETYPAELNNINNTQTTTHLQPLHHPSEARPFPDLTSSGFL
MEP2 TOR yeast: alters MEP2-GFP fluorescence in TOR pathway yeast screen; S. cerevisiae MEP2-GFP strain, flow cytometry GFP, 3 h; 100% = DMSO control level; GFP response vs DMSO, % at 10 µM; 0.51% of 330,000 active; AID 2016;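 active = GFP response versus DMSO above a set limit, roughly screen mean plus 3 SD, cut at about 180% in these data; inconclusive = fewer than 70 cells counted for a yeast strain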;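 note: median GFP fluorescence of the barcode-gated MEP2-GFP cells per well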
AGP1 TOR yeast: yeast TOR pathway AGP1-GFP modulation; 0.02% of 320,000 active; S. cerevisiae AGP1-GFP multiplex flow cytometry, 3 h; GFP as percent of DMSO wells; AID 2066; GFP response vs DMSO, % at 10 µM;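 active = GFP response relative to DMSO above a set limit, near screen average plus 3 SD, cut at about 150% in these data; inconclusive = fewer than 70 cells counted for the yeast strain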;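 note: median GFP channel fluorescence of the gated AGP1 strain per well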
LAP4 TOR yeast: modulators of TOR pathway LAP4-GFP in S. cerevisiae; 0.34% of 320,000 active; GFP response vs DMSO, % at 10 µM; S. cerevisiae LAP4-GFP multiplex, flow cytometry GFP, 3 h; median GFP as percent of DMSO wells;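 active = GFP response vs DMSO above a set limit, about the screen mean plus 3 SD, cut at about 150% in these data; inconclusive = under 70 cell events counted for the yeast strain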
RPL19A-GFP yeast: modulators of TOR pathway RPL19A-GFP in S. cerevisiae; S. cerevisiae RPL19A-GFP strain, flow cytometry, 3 h; hits give low values; percent response vs DMSO, % at 10 µM; 0.3% of 330,000 active; AID 2025;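 active = percent response vs DMSO below 50%; inconclusive = fewer than 70 events counted for the yeast strain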;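 note: median channel GFP fluorescence of the barcoded RPL19A-GFP strain; ratio of sample median GFP to plate DMSO average so 100% = DMSO; lower means less RPL19A-GFP as with rapamycin TOR inhibition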
CIT2 TOR yeast: alters CIT2-GFP fluorescence in TOR pathway yeast screen; S. cerevisiae CIT2-GFP strain, flow cytometry, 3 h; 100 means same as DMSO wells; GFP response vs DMSO, % at 10 µM; 0.065% of 320,000 active;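 active = GFP response relative to DMSO above a set limit, near the screen mean plus 3 SD, cut at about 150% in these data; inconclusive = Fewer than 70 cells measured for a yeast strain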;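 note: ratio of well median GFP fluorescence to mean of DMSO wells on the plate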
proCasp3 act: procaspase-3 (human) activation | P42574 | recombinant procaspase-3 D3A, Ac-DEVD-pNA absorbance 405 nm | activation, % at 8.5 µM | 0.11% of 330,000 active | AID 463141;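 active = activation above the mean of all tested compounds plus 3 SD, cut at about 21% in these data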;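 note: 0% = DMSO alone and 100% = DMSO wells spiked with extra 5 µM PC-3 D3A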
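Assay system: Procaspase-3 D3A mutant, all three cleavage aspartates alanine. Buffer or medium: Zinc-free HEPES saline buffer with Triton X-100. Times: 1 h compound preincubation, 2 h substrate hydrolysis at 25 °C. Measured by: 405 nm absorbance of p-nitroaniline, reads at 0 and 120 min. Read-out basis: percent activation relative to control range. Replicates: singlicate.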
procasp7 counter: activates human procaspase-7, counter-screen for procaspase-3 activators; P55210; recombinant procaspase-7, Ac-DEVD-pNA absorbance 405 nm; D23A/D198A/D206A triple mutant, cannot self-cleave; scale: DMSO 0, 5 µM enzyme 100; activation, % at 8.5 µM; 0.093% of 330,000 active; AID 463210;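 active = percent activation above the screen-wide mean plus 3 SD, cut at about 25% in these data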
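Assay system: Uncleavable procaspase-7 mutant enzyme / Input: 2 µM procaspase-7 mutant as dispensed / Dosing: single nominal 8.5 µM compound dose, 0.8% DMSO final / Timing: 1 h enzyme–compound preincubation and 2 h substrate reaction, both 25 °C / Detection: p-Nitroaniline absorbance at 405 nm, read at 0 and 120 min / Replication: singlicate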
Numbers without * were called inactive; u = inconclusive; x = no result given.

(1) CC(C)Cn1c(N)c(C(=O)CSc2nnnn2C)c(=O)n(C)c1=O
(2) NC(=O)c1cc([N+](=O)[O-])ccc1Nc1ccccc1
(3) CCOc1ccccc1NC(=O)CCCn1cc([N+](=O)[O-])cn1
(4) C=CCC[C@@H](Cc1ccc(F)cc1)C(=O)OC[C@H](Cc1c[nH]c2ccccc12)NC(=O)[C@@H](CC=C)CC(=O)N(CCO)Cc1ccccc1
(5) CCOCCCNC(=O)c1ccc2nc(-c3ccc(OC)c(OC)c3)c(-c3ccc(OC)c(OC)c3)nc2c1
(6) COc1ccc2oc(CS(=O)c3ccccc3)c(C(=O)O)c2c1 (stereo not drawn)
(7) Cc1ccnc2nc(C(=O)Nc3nnc(CC(C)C)s3)nn12
(8) CC1Cc2ccccc2N1C(=O)CCn1c(=O)sc2ccccc21 (stereo not drawn)
compound no.	1	2	3	4	5	6	7	8
procasp7 counter	7	-13	8	-11	3	1	8	-3
AGP1 TOR yeast	77	81	98	102	97	99	102	86
LAP4 TOR yeast	84	129	95	89	103	92	110	87
proCasp3 act	-2	7	9	7	2	2	3	-2
MEP2 TOR yeast	u	93	97	94	105	109	114	92
AHR act	0	2	4	0	0	4	-1	0
RPL19A-GFP yeast	x	99	92	99	101	103	107	91
CIT2 TOR yeast	84	90	91	95	100	104	118	78

(9) COc1ccc(NC(=O)C23CCC(C)(C(=O)C2)C3(C)C)cc1 (stereo not drawn)
(10) COc1ccc(NC(=O)c2cnc3n(c2=O)CCS3)cc1OC
(11) Cc1ccc(S(=O)(=O)NCCC(=O)NCc2ccccc2)cc1
(12) CCC1CCCCN1CCCNC(=O)CNC(=O)c1nn(-c2ccc(OC)c(Cl)c2)c(=O)c2ccccc12 (stereo not drawn)
(13) O=c1[nH]nc(Cc2ccc(-c3cccc(Cl)c3)o2)c2ccccc12
(14) CC(C)(CNC(=O)c1ccc(S(=O)(=O)Nc2ccc(Cl)cc2)cc1)N1CCOCC1
(15) O=C(O)c1cc2c(=O)c3ccccc3oc2nc1C(F)(F)F
(16) COc1ccc(S(=O)(=O)NC(C)C(=O)N2CCCCCC2)cc1 (stereo not drawn)
compound no.	9	10	11	12	13	14	15	16
procasp7 counter	5	0	-7	9	-1	1	6	-1
AGP1 TOR yeast	82	95	103	103	x	95	105	104
LAP4 TOR yeast	84	95	98	94	109	98	87	98
proCasp3 act	7	-5	2	9	-5	-3	2	-5
MEP2 TOR yeast	89	88	99	102	102	95	111	98
AHR act	1	-4	-2	-1	20	0	1	-1
RPL19A-GFP yeast	85	104	98	100	104	96	112	100
CIT2 TOR yeast	86	88	101	108	99	99	107	99

(17) Clc1ccc(OCCCNCc2ccccc2)c2ccccc12
(18) Cc1cc(O)c(S(=O)(=O)c2ccccc2)c(C)c1NS(=O)(=O)c1ccccc1
(19) O=C(NCCOc1ccccc1Cl)C(=O)Nc1ccccc1
(20) COc1ccc(C2=CC(=O)CC(C)(C)C2)cc1OC
(21) Cc1cc(Nc2ccc(Br)cc2)nc2ccccc12
(22) COc1cccc(C(=O)Nc2cccc(-c3ccc(N4CCOCC4)nn3)c2)c1OC
(23) Cc1cc(NC(=O)c2ccco2)ccc1NC(=O)Cc1cccs1
(24) COc1cccc(NS(=O)(=O)c2ccc3c(c2)C2C=CCC2C(c2ccc(C(=O)O)cc2)N3)c1 (stereo not drawn)
compound no.	17	18	19	20	21	22	23	24
procasp7 counter	-12	-11	0	9	1	-2	4	-10
AGP1 TOR yeast	92	98	118	102	99	99	106	86
LAP4 TOR yeast	88	102	103	103	111	111	100	86
proCasp3 act	-3	-11	2	1	7	1	4	-2
MEP2 TOR yeast	101	103	113	101	95	102	106	87
AHR act	16	14	1	22	54*	6	-3	0
RPL19A-GFP yeast	99	104	112	97	93	96	97	90
CIT2 TOR yeast	93	96	113	102	92	75	108	84

(25) COC(=O)c1scc2c(Oc3ccccc3)cc(C(F)(F)F)nc12
(26) O=C(COC(=O)CSc1ccccc1)NNC(=O)c1ccc([N+](=O)[O-])cc1
(27) COc1ccc(/C(N)=N/OC(=O)Cc2ccc(C)cc2)cc1OC
(28) O=C(CSc1cn[nH]n1)Nc1ccccc1F
(29) CCCc1cc(=O)[nH]c(SCC(=O)N2CCN(S(=O)(=O)c3ccc(C)cc3C)CC2)n1
(30) NNc1nnc2c3cc(F)ccc3n(Cc3ccccc3)c2n1
(31) CC(=O)c1ccc(OCc2cc(C(=O)N3CCCCCCC3)no2)cc1
(32) CC(=O)N1CCN(S(=O)(=O)c2ccc(C)cc2)C1c1ccc(N(C)C)cc1 (stereo not drawn)
compound no.	25	26	27	28	29	30	31	32
procasp7 counter	-5	-7	2	5	3	-3	x	5
AGP1 TOR yeast	x	98	109	124	103	106	83	98
LAP4 TOR yeast	x	99	96	108	94	113	94	96
proCasp3 act	-13	-4	-2	-11	9	3	x	3
MEP2 TOR yeast	109	102	106	110	103	108	103	99
AHR act	-1	-1	5	6	1	3	x	12
RPL19A-GFP yeast	98	98	112	115	103	102	106	100
CIT2 TOR yeast	x	102	104	106	102	96	89	90

(33) CN(CC1COCCO1)c1nc2nonc2nc1N1CCSCC1 (stereo not drawn)
(34) CCS(=O)(=O)N1CCC(C(=O)Nc2ccc(C(C)=O)cc2)CC1
(35) COCCCNC(=O)c1cc(-c2cccnc2)nc2ccc(S(=O)(=O)N3CCCCCC3)cc12
(36) COC(=O)[C@H]1[C@H]2C[C@H]3c4[nH]c5ccccc5c4CCN3C[C@H]2CC[C@@H]1O
(37) COc1ccccc1C(=O)Nc1nc2nc(-c3ccccc3)cc(=O)n2[nH]1
(38) O=C(NCCc1ccccc1)C1=CCN(S(=O)(=O)c2ccccc2)CC1
(39) CCOc1ccc(C(=O)c2cnc3ccccc3c2N2CCN(CC)CC2)cc1
(40) O=S(=O)(N/N=C\c1c(F)cccc1Cl)c1ccc(Cl)cc1
compound no.	33	34	35	36	37	38	39	40
procasp7 counter	-11	1	-7	-10	10	-4	1	-15
AGP1 TOR yeast	97	99	107	97	97	99	102	97
LAP4 TOR yeast	94	101	104	105	90	100	104	96
proCasp3 act	10	-4	-1	2	1	-5	7	-9
MEP2 TOR yeast	103	100	102	95	97	105	103	89
AHR act	2	-4	5	-2	0	16	3	2
RPL19A-GFP yeast	104	102	103	103	95	100	100	94
CIT2 TOR yeast	100	103	102	103	101	94	100	91

(41) COc1cccc(C(=O)NNC(=O)C(=O)Nc2ccc(C)c(Cl)c2)c1
(42) CSc1ccc(Cl)c(C(=O)NCCOc2cc(C(C)C)ccc2C)c1
(43) CCOc1ccc(C(C)=O)cc1CSc1nnc(-c2cccs2)n1CC1CCCO1 (stereo not drawn)
(44) COc1ccc(/C=N\NS(=O)(=O)c2ccc(C)cc2)cc1COc1ccccc1[N+](=O)[O-]
(45) CCCCn1nnc(NC(=O)CCC)n1
(46) CCOC(=O)NNc1ccc2nonc2c1[N+](=O)[O-]
(47) CCCc1nnc(NC(=O)C(CC)OC(=O)c2cc(C)nc3ccccc23)s1 (stereo not drawn)
(48) CCC(C)N(CCNC(=O)c1ccc2c(c1)NC(=O)c1ccccc1S2)C1CCCCC1 (stereo not drawn)
compound no.	41	42	43	44	45	46	47	48
procasp7 counter	16	0	-4	-2	7	1	9	-4
AGP1 TOR yeast	108	94	103	95	103	94	104	105
LAP4 TOR yeast	89	95	93	103	103	115	99	93
proCasp3 act	8	-4	0	5	6	-4	3	4
MEP2 TOR yeast	100	96	106	92	104	98	97	103
AHR act	3	-2	5	3	-1	13	5	-2
RPL19A-GFP yeast	101	92	105	93	101	98	97	99
CIT2 TOR yeast	101	93	98	81	108	95	98	104

The list goes on, starting with the last two of the part before.
(47) CCCc1nnc(NC(=O)C(CC)OC(=O)c2cc(C)nc3ccccc23)s1 (stereo not drawn)
(48) CCC(C)N(CCNC(=O)c1ccc2c(c1)NC(=O)c1ccccc1S2)C1CCCCC1 (stereo not drawn)
(49) CC(C)(C)NC(=O)c1nn(Cc2ccccc2)c(=O)c2ccccc12
(50) CCCS(=O)(=O)c1nc(S(=O)(=O)c2ccc(Cl)cc2)c(N2CCC(O)CC2)s1
(51) O=C(c1ccccc1)N1CCOC12CCN(c1ncc(C(F)(F)F)cc1Cl)CC2
(52) CNS(=O)(=O)c1cccc(C(=O)OCC(=O)Nc2ccc(Cl)cc2F)c1
compound no.	47	48	49	50	51	52
procasp7 counter	9	-4	19	11	11	3
AGP1 TOR yeast	104	105	102	97	89	90
LAP4 TOR yeast	99	93	103	96	87	88
proCasp3 act	3	4	4	-4	-3	1
MEP2 TOR yeast	97	103	101	96	96	77
AHR act	5	-2	1	-1	0	2
RPL19A-GFP yeast	97	99	104	96	88	84
CIT2 TOR yeast	98	104	103	99	91	93

Filtered by structure: the compounds so far with four or more nitrogen atoms.
(1) CC(C)Cn1c(N)c(C(=O)CSc2nnnn2C)c(=O)n(C)c1=O
(3) CCOc1ccccc1NC(=O)CCCn1cc([N+](=O)[O-])cn1
(7) Cc1ccnc2nc(C(=O)Nc3nnc(CC(C)C)s3)nn12
(12) CCC1CCCCN1CCCNC(=O)CNC(=O)c1nn(-c2ccc(OC)c(Cl)c2)c(=O)c2ccccc12 (stereo not drawn)
(22) COc1cccc(C(=O)Nc2cccc(-c3ccc(N4CCOCC4)nn3)c2)c1OC
(28) O=C(CSc1cn[nH]n1)Nc1ccccc1F
(29) CCCc1cc(=O)[nH]c(SCC(=O)N2CCN(S(=O)(=O)c3ccc(C)cc3C)CC2)n1
(30) NNc1nnc2c3cc(F)ccc3n(Cc3ccccc3)c2n1
(33) CN(CC1COCCO1)c1nc2nonc2nc1N1CCSCC1 (stereo not drawn)
(35) COCCCNC(=O)c1cc(-c2cccnc2)nc2ccc(S(=O)(=O)N3CCCCCC3)cc12
compound no.	1	3	7	12	22	28	29	30	33	35
procasp7 counter	7	8	8	9	-2	5	3	-3	-11	-7
AGP1 TOR yeast	77	98	102	103	99	124	103	106	97	107
LAP4 TOR yeast	84	95	110	94	111	108	94	113	94	104
proCasp3 act	-2	9	3	9	1	-11	9	3	10	-1
MEP2 TOR yeast	u	97	114	102	102	110	103	108	103	102
AHR act	0	4	-1	-1	6	6	1	3	2	5
RPL19A-GFP yeast	x	92	107	100	96	115	103	102	104	103
CIT2 TOR yeast	84	91	118	108	75	106	102	96	100	102

(37) COc1ccccc1C(=O)Nc1nc2nc(-c3ccccc3)cc(=O)n2[nH]1
(45) CCCCn1nnc(NC(=O)CCC)n1
(46) CCOC(=O)NNc1ccc2nonc2c1[N+](=O)[O-]
(47) CCCc1nnc(NC(=O)C(CC)OC(=O)c2cc(C)nc3ccccc23)s1 (stereo not drawn)
compound no.	37	45	46	47
procasp7 counter	10	7	1	9
AGP1 TOR yeast	97	103	94	104
LAP4 TOR yeast	90	103	115	99
proCasp3 act	1	6	-4	3
MEP2 TOR yeast	97	104	98	97
AHR act	0	-1	13	5
RPL19A-GFP yeast	95	101	98	97
CIT2 TOR yeast	101	108	95	98
